Kir21 inh: inhibitors of mouse Kir2.1 inward-rectifier potassium channel | 310,000 compounds, 0.85% hits | AID 1672 | HEK293-Kir2.1, FluxOR thallium flux fluorescence; active compounds read low | B-score at 10 µM | P35561;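 active means fluorescence ratio B-score at or below minus 3 SD of library scores, with starting-brightness B-score within 2 SD, cut at about -4.2 in these data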;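 further: channel flux triggered by added potassium and thallium sulfate stimulus; B-score of peak minus minimum fluorescence over baseline after thallium stimulus; more negative B-score means stronger Kir2.1 block with less thallium influx; some compounds called inactive have numbers as strong as hits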
STK33 inh: human STK33 kinase inhibition; purified STK33, MBP phosphorylation, ADP-Glo luminescence; inhibition, % at 10 µM; 320,000 compounds, 0.073% hits; AID 2661;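 active means inhibition at or above 25%, using the most active replicate where run in duplicate; inactive means inhibition below 25%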
KCNQ2 inh: KCNQ2 channel blockers in CHO-K1 cells – cell-based, FluxOR thallium flux, B-score, primary screen (AID 2156); O88943; 20 min; active compounds read low; B-score at 10 µM; 310,000 compounds, 1.1% hits;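 active means fluorescence ratio B-score at most minus 3 library SDs, with starting brightness B-score within 2 library SDs, cut at about -5.5 in these data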
Target sequence (O88943 whole entry, looked up): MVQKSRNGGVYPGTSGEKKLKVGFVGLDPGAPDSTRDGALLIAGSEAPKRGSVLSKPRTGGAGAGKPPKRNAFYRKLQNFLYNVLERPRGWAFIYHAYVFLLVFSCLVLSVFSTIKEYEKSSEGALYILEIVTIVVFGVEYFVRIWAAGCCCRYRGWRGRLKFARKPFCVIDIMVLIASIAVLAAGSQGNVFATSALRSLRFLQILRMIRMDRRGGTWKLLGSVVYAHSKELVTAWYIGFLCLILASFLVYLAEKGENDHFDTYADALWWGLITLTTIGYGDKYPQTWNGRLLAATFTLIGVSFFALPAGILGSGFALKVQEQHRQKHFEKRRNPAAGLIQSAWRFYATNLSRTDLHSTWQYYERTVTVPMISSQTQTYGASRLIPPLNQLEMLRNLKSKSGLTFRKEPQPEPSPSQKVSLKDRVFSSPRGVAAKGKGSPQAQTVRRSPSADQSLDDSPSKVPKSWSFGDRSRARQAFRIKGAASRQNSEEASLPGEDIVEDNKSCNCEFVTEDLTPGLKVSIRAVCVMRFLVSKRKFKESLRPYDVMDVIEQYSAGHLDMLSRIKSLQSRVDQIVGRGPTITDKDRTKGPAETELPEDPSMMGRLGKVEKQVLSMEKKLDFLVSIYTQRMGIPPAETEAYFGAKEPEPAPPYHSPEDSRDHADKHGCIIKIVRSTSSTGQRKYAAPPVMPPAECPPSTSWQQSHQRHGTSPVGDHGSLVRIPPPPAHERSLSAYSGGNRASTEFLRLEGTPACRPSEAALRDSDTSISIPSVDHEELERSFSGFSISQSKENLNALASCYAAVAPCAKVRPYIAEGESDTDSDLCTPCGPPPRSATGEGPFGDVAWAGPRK
Active calls of the source: *; i = inactive; . = no result given.

SMILES | Kir21 inh | STK33 inh | KCNQ2 inh
O=C(c1ccc(-n2cncn2)c([N+](=O)[O-])c1)N1CCN(S(=O)(=O)c2c(F)cccc2F)CC1 | 0.04 | -1.3 | i
CCCc1nnc(SCC(=O)N2CCCC(C)C2)n1CCCOC (stereo not given) | -0.19 | 1.2 | i
CCOC(=O)N1CCN(C(=O)c2ccc(Cl)c(S(=O)(=O)Nc3ccccc3)c2)CC1 | 1.6 | -0.6 | i
CC(=O)CCCC(NS(=O)(=O)CCC(Cl)(Cl)Cl)c1ccccc1 (stereo not given) | -3.8 | -1.9 | i
CCC12CN3CCN(CC(C3)/C1=N\NC(=O)c1ccc(C(C)(C)C)cc1)C2 | 1.4 | 0.0 | i
CC(=O)N1N=C2c3ccccc3CCC2C1c1ccc(F)cc1 (stereo not given) | -0.46 | -1.7 | i
COc1ccc(CC(=O)Nc2cc(C)ccn2)cc1 | -0.35 | -0.9 | i
Nc1ccc(C(=O)N/N=C/c2c[nH]c3ccccc23)cc1 | -1.1 | 0.7 | i
Cc1ccc(CSCCNC(=O)CN(c2ccccc2)S(C)(=O)=O)cc1 | 0.06 | 5.3 | i
COc1nc2ccccc2nc1N1CCN(Cc2ccc3c(c2)OCO3)CC1 | -0.04 | . | i
CCOc1cc(S(=O)(=O)N2CCC(c3nc4ccccc4s3)CC2)c(OCC)cc1S(=O)(=O)N1CCCCC1 | 1.2 | -1.3 | i
Cc1ccccc1/C=N/NC(=O)Cc1ccc(Cl)cc1 | 1.7 | 0.1 | i
C/C(=N\NC(=O)c1cccc(S(=O)(=O)N2CCCC2)c1)c1cccs1 | -3.2 | -0.4 | i
Cc1cc(C)nc(NS(=O)(=O)c2ccc(N3C(=O)c4ccccc4C3=O)cc2)n1 | -0.12 | -2.0 | i
O=C(c1ccc(Cl)cc1)c1c[nH]c(C(=O)NNc2cccc(Cl)n2)c1 | 0.4 | -0.9 | i

For convenience, 2 of the compounds above.
SMILES | Kir21 inh | STK33 inh | KCNQ2 inh
O=C(c1ccc(-n2cncn2)c([N+](=O)[O-])c1)N1CCN(S(=O)(=O)c2c(F)cccc2F)CC1 | 0.04 | -1.3 | i
CCCc1nnc(SCC(=O)N2CCCC(C)C2)n1CCCOC (stereo not given) | -0.19 | 1.2 | i

Another view of 14 compounds above.
molecule,Kir21 inh,STK33 inh,KCNQ2 inh
O=C(c1ccc(-n2cncn2)c([N+](=O)[O-])c1)N1CCN(S(=O)(=O)c2c(F)cccc2F)CC1,0.04,-1.3,i
CCCc1nnc(SCC(=O)N2CCCC(C)C2)n1CCCOC (stereo not given),-0.19,1.2,i
CCOC(=O)N1CCN(C(=O)c2ccc(Cl)c(S(=O)(=O)Nc3ccccc3)c2)CC1,1.6,-0.6,i
CC(=O)CCCC(NS(=O)(=O)CCC(Cl)(Cl)Cl)c1ccccc1 (stereo not given),-3.8,-1.9,i
CCC12CN3CCN(CC(C3)/C1=N\NC(=O)c1ccc(C(C)(C)C)cc1)C2,1.4,0.0,i
CC(=O)N1N=C2c3ccccc3CCC2C1c1ccc(F)cc1 (stereo not given),-0.46,-1.7,i
COc1ccc(CC(=O)Nc2cc(C)ccn2)cc1,-0.35,-0.9,i
Nc1ccc(C(=O)N/N=C/c2c[nH]c3ccccc23)cc1,-1.1,0.7,i
Cc1ccc(CSCCNC(=O)CN(c2ccccc2)S(C)(=O)=O)cc1,0.06,5.3,i
COc1nc2ccccc2nc1N1CCN(Cc2ccc3c(c2)OCO3)CC1,-0.04,.,i
CCOc1cc(S(=O)(=O)N2CCC(c3nc4ccccc4s3)CC2)c(OCC)cc1S(=O)(=O)N1CCCCC1,1.2,-1.3,i
Cc1ccccc1/C=N/NC(=O)Cc1ccc(Cl)cc1,1.7,0.1,i
C/C(=N\NC(=O)c1cccc(S(=O)(=O)N2CCCC2)c1)c1cccs1,-3.2,-0.4,i
Cc1cc(C)nc(NS(=O)(=O)c2ccc(N3C(=O)c4ccccc4C3=O)cc2)n1,-0.12,-2.0,i

(more compounds)
SMILES | Kir21 inh | STK33 inh | KCNQ2 inh
Cc1nc(-c2ccccc2)nc2[nH]c(-c3ccccc3)cc(=O)c12 | -1.3 | 2.1 | i
CC(C)CCNc1nc2ccccc2nc1NS(=O)(=O)c1cccs1 | 2.2 | -0.4 | i
O=C(OCC1OC(n2ncc(=O)[nH]c2=O)C(OC(=O)c2ccccc2)C1OC(=O)c1ccccc1)c1ccccc1 (stereo not given) | -0.49 | -1.9 | -11*
O=C(CN1C(=O)C2C3C=CC(C3)C2C1=O)Nc1ccc2nccnc2c1 (stereo not given) | -1.6 | -1.5 | i
CCOC(=O)c1ccc(-c2ccc(/C=N/NC(=O)c3cncc(Br)c3)o2)cc1 | 2.3 | -1.6 | i
CSc1ccc(C(=O)NCC(=O)O)cc1[N+](=O)[O-] | 0.78 | 1.0 | i
CNC(=O)COC(=O)c1ccc(OCC(=O)Nc2ccccc2OC)c(OC)c1 | -1.3 | 4.2 | i
Cn1nc(C(F)(F)F)c(/C=N/OC(=O)c2ccccc2Cl)c1SCc1ccccc1Cl | 1.1 | -0.8 | -6*
C/C(=C\c1ccccc1)C(=O)NC1CCSC1=O (stereo not given) | 2.2 | -2.4 | i
COc1ccc(-c2cc3ccc(OCc4nn[nH]n4)cc3oc2=O)cc1 | 0.53 | -2.4 | i
O=C(c1ccccc1F)N1CCN(c2ccc([N+](=O)[O-])c(NCc3cccnc3)c2)CC1 | -0.94 | -0.9 | i
OCC1(CCOc2ccccc2)CCN(Cc2ccccc2OC(F)F)CC1 | -1.2 | -0.3 | i
COc1cccc(CNC(=O)CCS(=O)(=O)c2cccc3nsnc23)c1 | -0.46 | -0.6 | i
O=C(Oc1ccc(C(=S)N2CCCCC2)cc1)c1ccccc1 | -4.6* | -0.9 | i
O=[N+]([O-])c1ccc(Sc2n[nH]c(-c3ccccc3)n2)nc1 | 2.2 | 0.4 | i
CN(CCOC(=O)c1cccc(F)c1)Cc1ccccc1 | 0.25 | 0.0 | i
CC(C)c1nc2ccccc2c2nnc(SCC(=O)NCc3ccco3)n12 | -0.26 | -0.8 | i
COC(=O)c1sccc1NC(=S)N1CCCCC1C (stereo not given) | 0.04 | -1.8 | i
O=C1c2ccccc2C(=O)N1S(=O)(=O)c1ccccc1 | 0.9 | -1.1 | i
Clc1ccc(Cn2ncc3c(N4CCCCC4)ncnc32)c(Cl)c1 | -0.37 | 0.8 | i
CCOc1ccc(-c2nnc3sc(COc4ccc(C)cc4)nn23)cc1 | 3.4 | -0.2 | i
COC(=O)C1=C(C(=O)OC)SC(=C2C(=S)C(C)(C)N(C(=O)C3CC3)c3ccccc32)S1 | -0.2 | 0.5 | i
Cc1ccc(C(=O)NCCCNC(=O)c2ccco2)cn1 | 0.43 | 0.2 | i
CCNc1nc(NCC)nc(N/N=C/c2ccc(O)c(O)c2)n1 | -0.17 | -0.9 | i
CCNC(=S)N(CCN(C)C)Cc1cc2cc(OCC)ccc2[nH]c1=O | 0.04 | -0.2 | i
Cc1sc2ncnc(N3CCC(C(=O)Nc4ccc(C#N)cc4)CC3)c2c1C | 1 | -0.6 | i
O=C(O)C1Nc2ccc(Br)cc2C2C=CCC12 (stereo not given) | 0.66 | -0.6 | i
CC(C)(C)c1ccc(C(=O)NCC(=O)OCCN2C(=O)c3ccccc3C2=O)cc1 | 1.4 | -2.7 | i
Cc1ccc2cc(CN(C(=O)c3ccco3)c3cccc(C)c3C)c(=O)[nH]c2c1 | 0.83 | -2.2 | i
Cn1cccc1C(=O)NNC(=O)COc1ccc(Br)cc1 | -0.15 | -0.5 | i
CC(OC(=O)C(NC(=O)c1ccco1)C(C)C)C(=O)Nc1ncc(Cl)cc1Cl (stereo not given) | 0.05 | -2.3 | i
CN(C)CCCOC(=O)c1ccc(Cl)cc1 | 0.37 | -0.3 | i
C/C(N)=C(/C#N)C(=O)COC(=O)CSc1ccc2ccccc2c1 | 0.34 | -0.5 | i
CCOc1ccc(C(=O)c2ccc([N+](=O)[O-])cc2Cl)cc1 | 1.1 | -0.5 | i
O=C(NCC1CCCO1)C(c1ccc(F)cc1)N(CC1CCCO1)C(=O)c1ccc(-c2ccccc2)[nH]1 (stereo not given) | 0.01 | -0.7 | i
Nc1cc(C(=O)OCC(=O)NCC2CCCO2)ccc1Cl (stereo not given) | 0.65 | -0.6 | i
Cc1cccc(N(C)C(=O)COc2cc(=O)n(C)c3ccccc23)c1 | -0.14 | 1.7 | i
COc1ccc(NC(=O)c2ccccc2SC)cc1 | 0.21 | 1.1 | i
O=C(NNC(=O)C1CCN(S(=O)(=O)c2ccc(Cl)cc2)CC1)c1ccc(S(=O)(=O)N2CCCCC2)cc1 | 0.32 | -1.0 | i
COc1cccc(-c2cc(C(=O)NC3CC3)c3ccccc3n2)c1 | 0.42 | 0.7 | i
O=C(Nc1cc(Cl)ccc1Cl)N1CCCC1 | -0.01 | -0.7 | i
FC(F)(F)c1cnc(Oc2ccc(-c3nnco3)cc2)c(Cl)c1 | -0.11 | -2.6 | i
Clc1ccc2c(N/N=C/c3cccnc3)ccnc2c1 | 2.3 | 4.2 | i
Cc1ccc(C2=NN(S(C)(=O)=O)C(c3ccc4c(c3)OCO4)C2)cc1 (stereo not given) | 0.46 | -0.2 | i
CC(Oc1ccc([N+](=O)[O-])cc1Cl)C(=O)Nc1ccc(C(N)=O)cc1 (stereo not given) | 1.3 | -1.1 | i
Cc1cc(C)cc(N(CC(=O)NCC2CCCO2)C(=O)CCC(=O)Nc2nccs2)c1 (stereo not given) | -0.98 | -0.9 | i
CCC(C)[C@H]1CNCCN1CCc1cc(C(F)(F)F)cc(C(F)(F)F)c1 (stereo not given in full) | -2.7 | 2.4 | i
CC1=NN(C(=O)Cc2ccc([N+](=O)[O-])cc2)C(O)(C(F)(F)C(F)(F)F)C1 (stereo not given) | -0.02 | -0.9 | i
CN(Cc1c(C(=O)N/N=C/c2ccccc2)nnn1-c1nonc1N)C1CCCCC1 | 0.66 | 0.2 | i
N#Cc1ccsc1NC(=O)CN1C(=O)NC2(CCCCC2)C1=O | 1.3 | 0.3 | i
CCOc1ccc(Br)cc1S(=O)(=O)NC(=O)c1ccccc1 | 1.4 | -1.7 | i
CC1(C)CC(=O)C(C(N)=NC(=O)c2ccccc2)=C(O)C1 | -0.1 | 0.6 | i
COc1cccc(OC)c1C(=O)Nc1ccccc1C(=O)N1CCOCC1 | -0.33 | -0.1 | i
COc1ccc(NC(=O)CC(C)NCCCN2CCCC2=O)cc1 (stereo not given) | 0.39 | -0.7 | i
CCOc1ccc(OCC(=O)OCn2c(SC)nnc(C)c2=O)cc1 | 0.01 | 0.9 | i
Cc1cccc(CN2C(=O)CSc3ccc(C(=O)NC4CC4)cc32)c1 | -0.99 | -3.1 | i
Cc1cc(NS(=O)(=O)c2ccc(NC(=O)C(C)Oc3ccc(C(C)C)cc3)cc2)no1 (stereo not given) | -0.08 | -3.9 | i
COc1ccc(S(=O)(=O)NCc2ccccc2Cl)cc1OC | -1.9 | -2.1 | i
Cc1cc(C)c[n+](C(C)C(=O)c2ccc(Cl)cc2)c1 (stereo not given) | -0.41 | -1.2 | i
CCOC(=O)c1ccc(NC(=O)CN2C(=O)C(C)SC(C)C2=O)cc1 (stereo not given) | -1.9 | -0.8 | i
Next structures follow.
SMILES | Kir21 inh | STK33 inh | KCNQ2 inh
Cc1ccc(C(=O)NC(=S)NNC(=O)c2ccccc2[N+](=O)[O-])cc1 | 0.37 | -0.4 | i
CC(C)C(=O)N1CCN(c2nc(-c3ccccc3)c3c(c2C#N)CCCC3)CC1 | 0.9 | -0.2 | i
CC1CCc2nc3ccc(S(=O)(=O)N4CCC(C(=O)O)CC4)cc3c(C(=O)O)c2C1 (stereo not given) | -0.26 | -0.4 | i
O=C1C2C3C=CC(CC3)C2C(=O)N1/N=C/c1c[nH]c2ccccc12 (stereo not given) | 0.48 | -0.8 | i
Cc1cccc(N2CCN(C(=O)C3CCN(S(=O)(=O)N4CCOCC4)CC3)CC2C)c1 (stereo not given) | -0.92 | -1.9 | i
CCOC(=O)C1=C(C)OC(N)=C(C#N)C1c1ccc(C)s1 (stereo not given) | -1.8 | -0.4 | i
CS(=O)(=O)Oc1ccc(/C=C2\C(=N)N3N=C(CC(=O)N4CCOCC4)SC3=NC2=O)cc1Cl | 2.1 | -0.2 | i
O=C(OCN1C(=O)c2ccccc2C1=O)c1cccc(S(=O)(=O)N2CCOCC2)c1 | -0.25 | -0.8 | i
CC(=O)Oc1ccc2c(c1)O/C(=C\c1ccncc1)C2=O | -8.9 | 13 | i
N#Cc1c(-c2cccc(Cl)c2)[nH]c(=S)[nH]c1=O | -0.78 | 0.0 | i
CS(=O)(=O)/C(C#N)=C/c1cccn1S(=O)(=O)c1ccccc1 | 0.66 | 0.4 | i
COc1ccc(Cl)cc1Nc1cc(C)nc2nc(C)nn12 | 2.3 | -0.1 | i
O=C(/C=C\c1ccco1)Nc1ccc(N2CCN(C(=O)c3ccccc3)CC2)cc1 | -0.84 | 0.9 | i
O=C(N/C(=C/c1ccc(F)cc1)C(=O)N1CCCC1)c1ccccc1 | 0.02 | -0.6 | i
O=C(COc1cccc2ccccc12)N/N=C/c1ccc(Sc2nc3ccccc3s2)o1 | -1 | -0.9 | i
COc1ccccc1CCCNC(=O)C1CCC(=O)N(Cc2ccccc2F)C1 (stereo not given) | 0.81 | -2.4 | i
CCOc1ccc(C(=O)N2CCN(c3cnn(-c4ccccc4)c(=O)c3Cl)CC2)cc1 | 0.21 | -0.2 | i
Cc1cc([N+](=O)[O-])nn1CCCC(=O)Nc1cccnc1Cl | 1.3 | -0.2 | i
Cc1ncc(CC(=O)n2cc(C(=O)c3cc(Cl)ccc3O)cn2)s1 | -1.1 | 0.3 | i
CC#CC(=O)N1CCC(CCc2ccccc2)(C(=O)OCC)CC1 | -0.56 | -3.3 | i
Cc1c(C(=O)Nc2nccs2)sc2nc(-c3cccs3)cc(C(F)(F)F)c12 | 0.38 | -0.2 | i

Compounds were not picked by outcome; about 1.9% have a hit in one of these screens.
